# ARNT-TACC3 inh: disruptors of human ARNT/TACC3 interaction; Q9Y6A5; AlphaScreen His-ARNT PAS-B/GST-TACC3 binding, luminescence; TACC3 fragment carries E629A point mutation; inhibition, % at 9.99 µM; hit rate 0.66% among 390,000; AID 623870;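 active = mean inhibition of replicates at least 50% and at least half of replicates each reaching 50%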;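 also: 0% = complete ARNT plus TACC3 wells and 100% = ARNT alone without TACC3; many hits fall short of the cut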
# * marks the source's active call; other numbers are inactive results. Not all compounds are listed. The share of hits here may be higher or lower than overall.
ARNT-TACC3 inh	Molecule
10.8	O=[N+]([O-])c1ccc(C2CCCC/C2=N/OCc2ccccc2F)c([N+](=O)[O-])c1 (stereo unspecified)
-4.2	Cc1cc(C)n(C(C[N+](=O)[O-])c2ccc(Cl)cc2)n1 (stereo unspecified)
-3.1	COC(=O)c1sccc1-n1cccc1C(=O)NCc1ccccc1
-10.1	Cc1[nH]c(=O)c(C#N)c2c1COC(C)(C)C2
2.7	COc1ccc(NC(=O)CCc2nc(-c3ccc(C)cc3)no2)cc1Cl
-4.4	O=C(Nc1cccc(C(F)(F)F)c1)NC1CCCCC1
8.8	CC(=O)Nc1ccc(S(=O)(=O)N(C)CCOCc2ccccc2)cc1
-1.6	c1ccc(Cn2nnnc2C(c2cccs2)N2CCc3ccccc3C2)cc1 (stereo unspecified)
7.3	COCC(=O)N(Cc1cc2cc(OC)ccc2[nH]c1=O)c1ccccc1OC
-8.4	COc1ccc(-c2noc(-c3ccccc3-c3ccccc3)n2)cc1
-1.0	Cc1ccc(NC(=O)N2Cc3ccccc3CC2C(=O)NC(C)(C)C)cc1 (stereo unspecified)
-5.1	Cc1cc(C)c(S(=O)(=O)NCC23C=CC(O2)C2C(=O)N(c4ccccc4)C(=O)C23)c(C)c1 (stereo unspecified)
-7.0	Cc1ccc(C)c(S(=O)(=O)C(C#N)c2nc3ccccc3nc2N2CC(C)OC(C)C2)c1 (stereo unspecified)
-3.0	O=C1c2cccc3cccc(c23)N1CN1CCN(c2ccccn2)CC1
36.2	CCCc1nc2ccccc2c(C(=O)OCC(=O)Nc2cccc(S(=O)(=O)N3CCOCC3)c2)c1CC
-6.6	Cc1cc(NC(=O)CSc2nnc(-c3cccnc3)n2C2CCCCC2C)no1 (stereo unspecified)
-8.2	CCOC(=O)N1CC=C2C(C#N)=C(N)C(C#N)(C#N)[C@H](c3ccccc3OCC)[C@H]2C1
0.4	COc1ccc(C)cc1S(=O)(=O)N(C)CC(=O)Nc1ccccc1
3.1	O=C1c2ccccc2NC2(CCCCC2)N1c1ccc(O)cc1
7.9	COc1ccc(/C=C2\N=C(SC)NC2=O)cc1
-12.7	COc1ccccc1OC(C)C(=O)N(Cc1ccco1)C1CCS(=O)(=O)C1 (stereo unspecified)
-2.5	O=C(COC(=O)c1ccc(S(=O)(=O)Nc2ccccc2)cc1)NCc1ccco1
1.8	O=C(NCc1ccc2c(c1)OCO2)c1c(F)c(F)c(F)c(F)c1F
0.9	COCCn1nnnc1C(c1ccc(OC)cc1)N1CCC(C)CC1 (stereo unspecified)
-1.7	Cc1ccc(N2CCN(C(=O)c3ccccc3NC(=O)/C=C\C(=O)O)CC2)cc1
6.7	CC(/C=C1\SC(=O)N(CC(=O)Nc2cccc(O)c2)C1=O)=C\c1ccccc1
-1.1	Cc1sc2nc3n(c(=O)c2c1C)CCCCC3
0.6	CCOc1cc(N(CC)CC)ccc1/C=C(/C#N)c1nc2ccccc2[nH]1
-2.3	C=COCCNC(=O)C(=O)NC(C)C
-2.7	CC(=O)OCCNC(=O)c1cccnc1
-0.4	Cc1nnc(OCc2nc3ccccc3n2C)c2ccccc12
-4.3	O=C(NC1CCCC1)c1ccc(S(=O)(=O)N2CCOCC2)cc1
32.3	CCOC(=O)N1CCC(NC(=O)C(Cc2ccccc2)NC(=O)C2CCCCC2)CC1 (stereo unspecified)
-3.1	Cc1cc(C(=O)Nc2c(C)nn(Cc3ccccc3Cl)c2C)no1
-5.9	CCOC(=O)c1ccc2c(c1)N(CC(=O)N1CCCC1)C(=O)C(C)(C)O2
1.9	Cc1cc2c3c(c1)C1(C(=O)N3C(C)(C)CC2C)C(C#N)=C(N)Oc2cc(O)ccc21 (stereo unspecified)
17.1	CC(C)CC1NC(=O)N(CC(=O)N2CCN(S(=O)(=O)c3ccccc3)CC2)C1=O (stereo unspecified)
-1.8	O=C(CN1C(=O)CC(c2ccccc2)=Nc2ccccc21)NCc1ccccc1
-6.1	COc1ccc2c(c1)[nH]c1c(=O)n(CCN3CCCC3)cnc12
-4.9	O=C(NCCc1cccc(Cl)c1)c1cc2ccccc2oc1=O
30.1*	COc1ccc(S(=O)(=O)N2CCOCC2)cc1NC(=O)COC(=O)c1ccc([N+](=O)[O-])s1
1.0	O=C(Cc1ccc(-n2cccc2)cc1)NCc1cccs1
-2.8	Cc1nc(NCc2ccco2)[nH]c(=O)c1CCC(C)C
4.8	COc1ccc(CC(=O)Nc2ccc(-c3cn4cccc(C)c4n3)cc2)cc1OC
2.6	CCCCn1c(SCC(=O)c2ccc(OC)c(OC)c2)nc2cc(S(N)(=O)=O)ccc21
10.3	COC(=O)C1=C(C)OC(N)=C(C#N)C1c1cc(OC)c(OCC(N)=O)cc1Cl (stereo unspecified)
-0.5	Cc1nc2ccccc2n1C(=O)N1CCOCC1
-1.8	O=c1[nH]c2cnccc2n1-c1ccccc1
0.9	O=C(CN1C(=O)C2CC=C(Cl)CC2C1=O)NCc1ccccc1 (stereo unspecified)
-0.4	CNC(=O)COC(=O)c1ccc(NC(=O)CC#N)cc1
5.6	COc1ccc(-c2cc3nc(C)c(CCC(=O)NC(C)CCc4ccco4)c(C)n3n2)c(OC)c1 (stereo unspecified)
-1.1	CCOC(=O)c1cnn(-c2ncnc3c2oc2ccccc23)c1N
0.1	O=S(=O)(c1ccc(F)cc1)N1CCC(O)(c2ccc3c(c2)OCO3)CC1
2.8	Fc1ccccc1N1CCN(C2CCN(Cc3c[nH]c4ccccc34)CC2)CC1
2.3	Cc1ccc(NC(=O)CSCC(=O)Nc2cc(C(F)(F)F)ccc2N2CCOCC2)cc1
-50.3	COc1ccccc1N1C(=O)CC(Sc2ncccc2C(=O)O)C1=O (stereo unspecified)
-23.5	Cc1onc(-c2ccccc2)c1-c1nc2ccccc2c(=O)o1
-9.0	COc1cc(Cl)c(C)cc1NC(=O)COC(=O)c1cnc(C)cn1
-12.5	O=S(=O)(c1ccc(-c2ccccc2)cc1)N1CCOCC1
2.8	CCC(=O)NC(=S)Nc1cccc(Cl)c1N1CCCCC1

# 6 entries from above, with bars between the fields.
Molecule | ARNT-TACC3 inh
Cc1ccc(NC(=O)CSCC(=O)Nc2cc(C(F)(F)F)ccc2N2CCOCC2)cc1 | 2.3
COc1ccccc1N1C(=O)CC(Sc2ncccc2C(=O)O)C1=O (stereo unspecified) | -50.3
Cc1onc(-c2ccccc2)c1-c1nc2ccccc2c(=O)o1 | -23.5
COc1cc(Cl)c(C)cc1NC(=O)COC(=O)c1cnc(C)cn1 | -9.0
O=S(=O)(c1ccc(-c2ccccc2)cc1)N1CCOCC1 | -12.5
CCC(=O)NC(=S)Nc1cccc(Cl)c1N1CCCCC1 | 2.8

# Continued.
ARNT-TACC3 inh	Molecule
3.9	Cc1cc(C)cc(-n2nnc(C(=O)NCc3ccc4c(c3)OCO4)c2N)c1
-5.6	COc1ccc(CCNC(=O)c2c[nH]c3ccccc3c2=O)cc1OC
-4.4	CN1CCN(S(=O)(=O)c2ccc(NC(=O)c3cccc(S(=O)(=O)N4CCCC4)c3)cc2)CC1
2.2	CC(C)CC(C(=O)NC(=O)NCc1ccccc1)N1C(=O)c2ccccc2C1=O (stereo unspecified)
1.9	COc1cccc(-n2c(SC3CCOC3=O)nc3ccccc3c2=O)c1 (stereo unspecified)
-4.4	COCCn1c(C)cc(C2=NNC(=Nc3ccccc3)SC2)c1C
-2.5	CC1CCN(C(=S)NC(=O)c2ccccc2)CC1
11.3	COC(=O)C(OC(=O)c1ccc(OC)cc1)C(=O)OC
-10.3	CCOc1ccc(NC(=O)c2cccc(-n3cnnn3)c2)cc1
-2.5	O=C(CCc1nc2ccccc2c(=O)[nH]1)OCc1nnc(-c2ccccc2)o1
-4.6	CCCCn1c(CCC)nc([N+](=O)[O-])c1Sc1ccc(Cl)cn1
-5.1	NC(=O)CSCc1cccc(Br)c1
0.5	C/C(=C\C(=O)c1ccccc1)NCc1ccc(F)cc1
2.2	Cc1cccc(C)c1NC(=O)c1cc(S(=O)(=O)N2CCOCC2)ccc1F
-4.0	COc1ccc(-n2nnnc2SCC(=O)c2ccc3c(c2)OCCO3)cc1
-0.7	Cc1nc2ccc(-c3nc4ccccc4o3)cc2[nH]1
-11.9	COC(=O)[C@H](C)NC(=O)Nc1ccccc1C(F)(F)F
-15.6	COC(=O)c1n[nH]c2ccccc12
0.3	Cc1ccc(N2CCN(C(=O)c3nn(C)c4c3CS(=O)(=O)c3ccccc3-4)CC2)c(C)c1
-4.4	N#Cc1ccc(Oc2cccc(C(=O)O)c2)cc1C#N
9.7	O=S(=O)(Cc1ccccc1Cl)N1CCN(Cc2ccc3c(c2)OCO3)CC1
0.1	Cc1cc(C)nc(SCc2nnc(SCC(=O)Nc3nccs3)n2Cc2ccco2)n1
-1.5	CN(C)S(=O)(=O)c1ccc(-c2cn3ccccc3n2)cc1
1.5	CCNC(=O)c1nc[nH]c1C(=O)NCC
13.1	CN(C)C=Nc1nonc1N
-24.3	CCn1c(SCC(=O)c2ccc(OC)cc2)nnc1C1CC1
2.5	Cc1sc2nc3c4ccccc4c(NCc4ccco4)nn3c(=O)c2c1C
-4.5	Oc1ccc(/C=N/NC2=NCCCCC2)cc1
-2.2	CCOC(=O)NC(Nc1nnc(C)s1)(C(=O)OCC)C(F)(F)F (stereo unspecified)
-7.7	CN(C)CCN1CC(C(=O)O)CC1=O (stereo unspecified)

# Three entries picked at random from those above:
ARNT-TACC3 inh	Molecule
0.1	Cc1cc(C)nc(SCc2nnc(SCC(=O)Nc3nccs3)n2Cc2ccco2)n1
-24.3	CCn1c(SCC(=O)c2ccc(OC)cc2)nnc1C1CC1
0.3	Cc1ccc(N2CCN(C(=O)c3nn(C)c4c3CS(=O)(=O)c3ccccc3-4)CC2)c(C)c1

# Further compounds follow.
ARNT-TACC3 inh	Molecule
5.2	Cc1cccc(C(=O)N2CCC(c3nc(-c4ccc(S(=O)(=O)N5CCOCC5)cc4)no3)CC2)c1
2.8	Cc1ccc(-c2nc3ccccc3c(C(=O)NCc3cccs3)c2C)cc1
-4.7	O=C1N/C(=N\N=C\c2cccnc2)SC1Cc1ccc(SC(F)F)cc1 (stereo unspecified)
-8.6	Cc1cc(C)c2c(=O)[nH]c(SCC(=O)NCCc3ccccc3)nc2n1
-3.8	CC/C(=C\C(=O)c1cccnc1)Nc1ccc(C)c(C)c1
1.4	Cc1cc(C(=O)CSc2nnc(N)s2)c(C)n1CCc1ccc(Cl)cc1
-3.5	CCN(CC(=O)NCc1cccs1)S(=O)(=O)c1ccc(C(C)C)cc1
-4.3	Cc1ccc(-c2nnc3n2CCCCC3)cc1
1.8	CCN(CC)CCN1C(=O)c2oc3ccccc3c(=O)c2C1c1cccc(Br)c1 (stereo unspecified)
0.1	O=C(CCCn1c(SCC(=O)NCC2CCCO2)nc2ccccc2c1=O)NCc1ccccc1 (stereo unspecified)
-1.7	COc1ccc(Cl)cc1S(=O)(=O)NCc1cccs1
-9.1	Cc1ccc(-c2noc(/C=C/c3ccccc3)n2)cc1
-3.1	Cc1nnc(SCC(=O)Nc2sc3c(c2C#N)CCCC3)[nH]c1=O
5.5	CCCCS/C(N)=N/N=C/c1ccccc1O
0.8	Cc1onc(-c2ccccc2)c1-c1n[nH]c(=S)n1-c1ccccc1Cl
-17.6	N#Cc1c(NCCCO)nc(-c2ccccc2)c2c1CCCC2
4.3	COc1ccccc1NC(=O)C(C)N1CCN(C/C=C/c2ccccc2)CC1 (stereo unspecified)
-12.0	CCOC(=O)C1CCCN(S(=O)(=O)c2ccccc2)C1 (stereo unspecified)
-7.5	CCn1cc(/C=C(\NC(=O)c2ccccc2F)C(=O)N2CCOCC2)c2ccccc21
-1.2	COc1ccc2[nH]c(=O)c(CN(Cc3ccccc3OC)Cc3nnnn3CC3CCCO3)cc2c1 (stereo unspecified)
12.9	CCN1CCC(=NNC(=O)c2ccco2)CC1
-1.7	CNc1nc(-c2ccc(Cl)cc2)cs1
2.0	COc1nc2c(s1)C(=O)NCCC2
-12.0	COc1ccc(/C=C2\Oc3cc(OCC(=O)N4CCC[C@H]4CO)ccc3C2=O)c(OC)c1
-9.5	CCOC(=O)c1sc(C)c(C(=O)NCCCN2CCOCC2)c1N
-3.3	CCOc1ccc(-c2nnc(N3CCCCC3)c3ccccc23)cc1
-1.0	O=C(NCCCn1ccnc1)Nc1ccc(Cl)cc1Cl
-3.1	Cc1cc(C)n(-c2ccc(C(=O)Nc3nnc(C4CC4)s3)cc2)n1
-3.6	CN(C)S(=O)(=O)c1cccc(C(=O)N(Cc2ccc(F)cc2)Cc2ccco2)c1
0.9	Cc1cccc(-c2nnn(Cc3nnc(NC(=O)c4ccccc4)s3)n2)c1
-14.2	O=C(Nc1ccccc1Cl)c1cnccn1
-3.0	Cn1c(NCCCO)nc2ccccc21
-1.0	O=C(NCC(=O)N(c1cccc(F)c1)C(C(=O)NCC1CCCO1)c1ccccc1)c1ccco1 (stereo unspecified)
-3.2	Cc1ccc(-c2noc(CCC(=O)Nc3ccc4c(c3)OCO4)n2)cc1
-0.9	CC(C)(C)OC(=O)N1CCCC1C(=O)O (stereo unspecified)
-19.1	Cc1ccnc(NC(=O)CS(=O)(=O)Cc2ccccc2)c1
-4.2	O=C(Nn1cnnc1)c1ccc(F)c(S(=O)(=O)N2CCCCC2)c1
-0.9	O=C(O)c1c(NC(=O)c2cccc3ccccc23)sc2c1CCC2
-1.4	CC(C)Cn1cc(C(=O)NCC2CCCO2)c2c3ccccc3n(C)c2c1=O (stereo unspecified)
-0.6	O=C(CCCn1c(SCC(=O)c2ccc(F)cc2)nc2ccccc2c1=O)NCc1ccccc1
5.1	c1ccc(-n2cnc3cc(NCc4ccncc4)ccc32)cc1
4.7	C#CCOCCOCCOCCNc1nc(N2CCN(C(=O)[C@H](CCC(=O)O)n3cc(C(N)Cc4ccc(O)cc4)nn3)CC2)nc(N2CCN(C(=O)[C@H](CCC(=O)O)n3cc(C(N)[C@H](C)CC)nn3)CC2)n1 (stereo partly specified)
-7.5	CC1(C)CC(=O)c2cnc(NC(=O)C3CCCC3)nc2C1
-7.3	COC1(OC)N=C(N)C2(C#N)C(c3ccc(F)cc3)C12C#N (stereo unspecified)
14.4	N#CC1=C(S)N=C(N)C(c2nc(-c3ccccc3)cs2)C12CCCC2 (stereo unspecified)

# Screening data: PubChem BioAssay, Broad Institute
